PDI turbidity – blocks human protein disulfide isomerase activity | actives 0.052% (n = 350,000) | P07237 | PDI insulin aggregation turbidity, A650, 90 min | inhibition, % at 10 µM;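 active = mean inhibition across replicates of 30% or more, whatever share of single replicates reach that level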;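 also: absorbance from insulin aggregation driven by PDI reduction with DTT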
Target sequence (P07237 whole entry, looked up): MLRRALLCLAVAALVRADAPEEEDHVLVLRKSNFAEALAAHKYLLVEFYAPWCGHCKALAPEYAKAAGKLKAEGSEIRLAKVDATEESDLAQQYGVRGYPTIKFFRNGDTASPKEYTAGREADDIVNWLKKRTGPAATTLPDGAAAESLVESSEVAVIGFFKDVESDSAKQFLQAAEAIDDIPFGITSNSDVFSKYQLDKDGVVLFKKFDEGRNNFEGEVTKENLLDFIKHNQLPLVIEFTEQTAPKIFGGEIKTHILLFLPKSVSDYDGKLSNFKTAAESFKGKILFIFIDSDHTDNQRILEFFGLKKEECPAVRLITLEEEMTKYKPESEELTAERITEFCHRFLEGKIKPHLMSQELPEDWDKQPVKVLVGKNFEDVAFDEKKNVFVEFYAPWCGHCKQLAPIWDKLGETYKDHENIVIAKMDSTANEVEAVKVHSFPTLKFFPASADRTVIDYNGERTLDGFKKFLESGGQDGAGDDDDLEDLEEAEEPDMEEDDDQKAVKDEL
HIF-2a inh – HIF-2a inhibition | 786-0 RCC cells HIF-2a reporter, luciferase luminescence, overnight | inhibition, % at 18.8 µM | actives 0.72% (n = 360,000);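 active = inhibition of the luminescence signal of 40% or more relative to plate controls, in a single-dose primary screen at 18.75 µM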
NR2E3 ag-1 – activates human photoreceptor nuclear receptor NR2E3; actives 0.12% (n = 320,000); AID 2300; Q9Y5X4; GST-NR2E3/biotin-RetCOR TR-FRET, 1536-well; inhibition of corepressor binding, % at 4.78 µM;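 active = percent inhibition above the cutoff of mean plus 3 SD of all tested compounds, set per screening campaign, cut at about 20% in these data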;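 also: 0% = DMSO wells and 100% = biotin wells as full block of FRET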
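Test system: GST-NR2E3 and biotin-RetCOR proteins | Quantity: 1.35 nM GST-tagged NR2E3 final | Medium: Tris pH 7.5 | Also added: 7 nM biotin-RetCOR | Dosing: Compound at 4.8 µM, single dose | Timing: 5 h at 4 °C | Detection: Time-resolved FRET | Read-out basis: Percent inhibition | Benchmarks: Biotin wells as high control, 0.6% DMSO wells as low control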
Cardio protect – myocardial damage modulation in H9c2 cells; H9c2 cardiomyocytes, H2O2 injury protection, ATPLite, 2 h; protection from H2O2 cell death, % at 20 µM; actives 0.63% (n = 360,000); AID 588492;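 active = compounds giving at least 50% protection of heart cells from peroxide-induced death in the single-dose screen, raw or plate-pattern-corrected value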;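 also: 0% = DMSO wells with peroxide and 100% = DMSO wells without peroxide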
iPSC survival up – enhancers of human iPSC single-cell survival; hiPSC single-cell survival, ATPlite luminescence; 100% = ROCK inhibitor wells, 0% = DMSO; survival enhancement, % at 20 µM; actives 0.044% (n = 360,000); AID 602274; in the data active = survival enhancement above about 18%;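 also: cells exposed to compounds for 16 hours before the ATP read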
HTR2A ag – activates the mouse 5-HT2A serotonin receptor | P35363 | CHO-K1 mHTR2A beta-arrestin complementation, luminescence; percent of 30 µM serotonin response | activation, % at 7.6 µM | actives 0.66% (n = 360,000);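 active = activation above a run cutoff, the mean activation of all tested compounds plus 3 SD, cut at about 14% in these data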;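 also: 0% = plate median of compound wells and 100% = 30 µM serotonin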
Target sequence (P35363 whole entry, looked up): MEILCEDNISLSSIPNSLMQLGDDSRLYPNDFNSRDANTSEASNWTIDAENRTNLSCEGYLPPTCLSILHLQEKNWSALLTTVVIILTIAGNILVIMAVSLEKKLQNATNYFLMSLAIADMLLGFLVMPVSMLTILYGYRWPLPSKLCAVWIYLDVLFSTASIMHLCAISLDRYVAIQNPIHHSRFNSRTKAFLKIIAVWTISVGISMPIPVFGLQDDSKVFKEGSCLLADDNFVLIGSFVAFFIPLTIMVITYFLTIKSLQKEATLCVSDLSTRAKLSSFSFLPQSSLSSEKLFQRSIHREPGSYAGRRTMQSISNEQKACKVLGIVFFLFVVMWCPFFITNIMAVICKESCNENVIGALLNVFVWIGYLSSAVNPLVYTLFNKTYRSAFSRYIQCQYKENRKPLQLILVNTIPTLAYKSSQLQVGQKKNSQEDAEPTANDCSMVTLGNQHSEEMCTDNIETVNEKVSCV
CaV13 ICDI inh – Primary screen for inhibitors of IQ motif and Ca2+-dependent inactivation inhibitor domain binding in CACNA1D, Förster resonance energy transfer in living cells, … | actives 0.098% (n = 340,000) | inhibition, % at 12.3 µM | AID 743397 | HEK cells, CFP/YFP FRET ICDI-IQ, plate reader, 10 min; percent FRET-ratio fall versus neutral wells;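 active = mean replicate inhibition of at least 30% and at least 1% of replicates passing that level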;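 also: 0% = median of the neutral control wells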
Peg3 promoter – Peg3 promoter activity inhibition; HeLa PEG-Prom luciferase reporter, luminescence, overnight; inhibition, % at 20 µM; actives 1.7% (n = 360,000); AID 588405;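 active = inhibition of at least 50% at 20 µM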
NR2E3 ag-2 – activates human NR2E3 receptor. actives 0.35% (n = 360,000). AID 602229. inhibition of corepressor binding, % at 3.98 µM. CHO-S Gal4-NCOR/VP16-NR2E3 two-hybrid, luciferase;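 active = inhibition above the mean of all tested compounds plus 3 SD, cut at about 70% in these data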;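 also: 0% = DMSO with NR2E3 transfected cells and 100% = cells lacking NR2E3 construct; higher means lower luciferase signal from less NR2E3 corepressor binding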
TRPM1 prom inh – inhibitors of MITF-driven TRPM1 promoter in melanoma cells | AID 488899 | SK-MEL-5 TRPM1 promoter luciferase, 24 h | inhibition, % at 12.5 µM | actives 0.83% (n = 330,000);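 active = mean inhibition across replicates of 60% or more, whatever share of single replicates reaches that level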; also: values of inactives mirror those of a sister screen read the other way
Shn3 3UTR inh – Schnurri-3 reporter inhibition in Clone20 osteoblasts | Clone20 osteoblast Shn3 3'UTR firefly luciferase, 24 h | inhibition, % at 12.5 µM | actives 0.52% (n = 360,000) | AID 588674;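 active = mean inhibition of at least 75% with every replicate also reaching 75%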;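 also: 0% = median of neutral control wells and 100% = pilot-screen positive control compound; some compounds past the cut are filed as inactive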
Numbers without * were called inactive; / = not tested or not shown. Outcome played no part in choosing rows; any-hit rate near 3.9%.

Structure,Shn3 3UTR inh,Peg3 promoter,TRPM1 prom inh,HIF-2a inh,HTR2A ag,Cardio protect,NR2E3 ag-2,iPSC survival up,NR2E3 ag-1,CaV13 ICDI inh,PDI turbidity
N#Cc1ccc(S(=O)(=O)N2CCCCC2c2cc(C(=O)NCc3cccnc3)no2)cc1 (stereo not given),-10.9,10.9,/,7.9,1.3,0.8,9.8,-1.4,/,-5.8,-6.7
CCOc1ccc(-n2nc(C(=O)NC3CCCCC3)c3ccccc3c2=O)cc1,-1.1,-13.3,-20.7,3.1,11.3,0.6,8.0,1.2,-0.9,-2.0,0.8
O=C(CSc1ccccc1)NCC(c1ccco1)N1CCCCC1 (stereo not given),-1.8,0.0,7.5,-12.7,-6.5,4.8,-1.4,-0.6,3.9,-1.7,-4.0
O=C(Nc1ccccc1)NC1CCN(CCCN2C(=O)c3ccccc3C2=O)CC1,-9.9,-7.1,2.2,3.6,7.2,4.7,-5.3,-2.3,-0.7,/,1.0
CCCCN(CCCC)CCCNC(=O)C1CC(c2ccc(C(F)(F)F)cc2)=NO1 (stereo not given),-3.0,-19.1,-6.1,-5.9,-0.9,-7.2,-6.2,0.3,-3.9,-10.7,0.0
CC(C)C(NC(=O)c1ccc(S(=O)(=O)N2CCOCC2)cc1)c1nc2ccccc2[nH]1 (stereo not given),-6.9,13.2,1.4,15.8,-1.3,1.9,-7.4,-2.0,-0.5,-4.2,7.4
CCC(C)(C)NC(=O)C(OC(=O)c1ccco1)c1ccc(OC)cc1 (stereo not given),1.4,2.8,5.0,19.6,-3.5,10.6,-16.7,-0.6,2.9,-1.7,-5.4
COc1ccc(C)cc1NC(=O)CSc1nnc(-c2cc(C)[nH]n2)n1N,5.6,1.6,-6.7,-3.0,1.7,1.0,-3.6,-0.6,-0.3,-3.0,-7.0
O=P(Cc1ccccc1)(c1ccccc1)c1ccccc1,2.0,12.3,-6.4,11.2,4.7,14.2,-26.6,0.0,2.4,-7.1,-1.0
CC1(C)CC(=O)c2cc(N=C/C(C(=O)c3ccccc3)=C(\O)c3ccccc3)c(=O)oc2C1,-72.1,-12.7,-14.4,-101.9,-4.4,-3.2,-18.6,0.7,1.0,-4.6,-1.7
CCSc1ccccc1C(=O)Nc1nc2ccccc2c(=O)[nH]1,11.4,-9.1,-2.0,-24.9,-5.6,4.5,-5.6,-0.5,2.2,2.1,-3.7
CC1(C)COC(c2coc3ccccc3c2=O)OC1,-68.2,-110.3,-81.9,-129.4,-2.9,1.5,-20.6,1.8,1.0,-5.3,-7.3
COc1ccc(C2CC(c3ccc(OC)cc3)n3nc(N)nc3N2)cc1 (stereo not given),4.4,-10.0,/,-21.2,-1.1,-0.6,6.5,-1.7,0.8,-1.9,/
CNS(=O)(=O)c1ccc(NC(=O)C(CCSC)NC(N)=O)cc1 (stereo not given),3.7,-3.5,11.1,17.0,-1.5,1.3,-20.0,-0.5,-0.9,-3.9,1.8
Nc1c(C(=O)Nc2ccc(S(=O)(=O)N3CCCC3)cc2)sc2nc3cc4c(cc3cc12)CCC4,33.6,29.0,-14.9,-153.9,-1.2,-5.1,-17.2,2.7,1.2,-3.5,-1.1
CC1CCCC(C)N1C(=O)COc1ccc(C(=O)N/N=C/c2ccc(C(=O)O)cc2)cc1 (stereo not given),-5.6,18.0,-2.3,9.4,0.5,4.5,-18.1,0.0,1.4,-1.8,-3.6
COC(=O)c1cn(C(=O)c2cccs2)c2ccccc12,-3.1,-17.7,-4.5,-1.5,6.7,5.4,-0.1,-0.5,-0.1,/,-2.1
CC(=O)c1cccc(NC(=O)C2CCN(C(=O)c3cccs3)CC2)c1,5.6,4.6,-2.1,5.4,1.4,-4.4,-12.4,-0.4,3.2,-2.6,-16.2
CCCCSC1(SCCCC)N=C(N)C2(C#N)C(c3ccccc3)NC(C)=CC12C#N (stereo not given),2.2,12.9,23.5,10.5,-5.9,5.4,-32.5,3.3,2.1,/,-15.9
O=C1CC(c2ccccc2)CC(O)=C1C=NCCN1CCNCC1 (stereo not given),-0.1,14.1,5.2,9.5,-2.1,-3.2,-19.8,1.2,-4.5,/,7.7
COc1ccc(-c2ccc(SCC(=O)NCC3CCCO3)nn2)cc1OC (stereo not given),-8.9,-5.0,9.3,-12.2,-3.4,-8.1,-19.9,-0.5,-5.3,-5.8,-1.4
Cc1ccc(S(=O)(=O)OCCC2=CC(=O)CCN2Cc2ccccc2)cc1,-4.6,-3.2,-4.6,2.6,-1.9,-2.6,2.7,-0.2,/,-4.1,2.1
O=C(NCc1ccc(F)cc1)C1CCC(=O)N1C1CCCCC1 (stereo not given),-1.4,-10.3,8.1,1.7,0.5,0.3,-5.8,6.8,2.7,/,-13.0
Cc1cc(C)n(-c2ccc(NC(=O)C3CCN(Cc4ccccn4)CC3)cc2)n1,-4.5,-2.1,-5.2,4.6,5.2,1.0,12.4,-0.4,-0.7,-1.5,2.8
CCC(C)C(NC(=O)c1ccc(Cl)cc1)C(=O)O (stereo not given),-0.5,18.7,4.2,-0.6,0.1,-3.1,3.3,2.1,4.7,-4.5,-0.9
CCn1cc(C(=O)OC(C)C(=O)Nc2c(C)n(C)n(-c3ccccc3)c2=O)c(=O)c2ccc(C)nc21 (stereo not given),7.4,-11.9,1.4,1.7,-0.4,3.5,-9.2,4.2,/,-1.7,1.5
COc1ccc(C)cc1S(=O)(=O)N1CCOCC1,-15.9,6.2,6.3,1.0,0.5,-1.5,-29.0,0.1,2.4,4.1,-2.7
Cc1ccc(NC(=O)COn2nnc3ccc(S(=O)(=O)N(C)C)cc32)cc1F,-2.6,14.2,3.5,22.3,2.7,-20.7,6.9,3.6,0.3,/,-0.6
CN(CC1COc2ccccc2O1)C(=S)Nc1ccccc1 (stereo not given),-16.4,-40.2,2.0,-70.4,-4.0,6.5,-11.0,-2.9,2.0,-3.9,5.6
COc1cccc(-c2oc3c(c2-c2ccc(Br)nc2)C(O)CCC3)c1 (stereo not given),/,/,/,-27.0,-3.0,/,-14.2,0.5,/,-10.1,/
Cc1noc(C)c1S(=O)(=O)N(C)C[C@H]1OCc2cnnn2CCCC(=O)N([C@H](C)CO)C[C@H]1C,2.0,-7.9,/,-1.1,3.3,-3.9,-5.0,0.5,/,-3.9,2.1
CCOc1ccc2c(c1)C(N(CCN1CCOCC1)C(=O)Nc1ccc(OC)cc1OC)CC(C)(C)O2 (stereo not given),-21.7,3.4,-6.8,11.8,8.2,-6.3,-33.2,-0.7,-0.4,-2.9,-5.1
NS(=O)(=O)c1cc(C(=O)OC2CCOC2=O)ccc1Cl (stereo not given),10.7,9.1,-2.2,8.6,2.2,-6.4,7.3,-0.2,-1.1,/,3.5
Cn1c(CBr)c(C(=O)c2ccc([N+](=O)[O-])cc2)c(=O)n(C)c1=O,-9.2,18.5,21.4,24.1,-0.1,5.1,2.5,0.4,-0.7,-18.8,-6.0
CCOC(=O)Cc1c(Sc2ccccc2)c2ccccc2n1C,14.0,33.5,-4.4,26.3,4.1,-5.4,8.8,0.8,-2.8,-5.1,3.7
COC(=O)c1ccc(/C=C/c2ccc3cccc(OC(C)=O)c3n2)cc1,-95.8,-231.6,-47.0,-249.7,-6.7,8.8,-132.2,-0.1,-2.4,-4.4,9.4
CC(CCc1ccccc1)NC(=O)COC(=O)C1=COCCO1 (stereo not given),-3.7,5.4,-2.2,5.0,-1.3,9.8,-22.2,2.4,4.2,-5.1,11.5
CCCNC(=S)N1CCC(c2nc3cc(C)c(C)cc3[nH]2)CC1,33.6,4.5,14.9,1.0,-4.2,-1.8,-8.4,-3.4,2.5,/,-1.6
CCN(C1CCS(=O)(=O)C1)S(=O)(=O)c1cc(C)ccc1C (stereo not given),20.9,-1.9,6.6,13.4,2.2,10.7,-16.2,-0.3,0.9,-2.7,-2.6
COc1ccc(/C=C(\NC(=O)c2cccs2)C(=O)N2CCOCC2)cc1OC,-16.1,21.3,2.5,12.7,-1.8,0.2,-8.6,-0.6,-0.8,-2.0,5.8
Cc1nn2c3c(cnc2c1-c1ccccc1)C(=O)CCC3,-48.7,-136.7,-28.6,-174.7,1.5,2.6,-15.8,0.2,1.3,/,-3.7
CCCC(C)(C)C(=O)N1CCC1(C)C(=O)NS(=O)(=O)c1ccccc1Cl (stereo not given),-15.3,-4.9,/,9.5,2.7,-1.7,21.8,1.1,/,-3.3,-0.6
O=S(=O)(c1ccc2ccccc2c1)N1CCN(Cc2ccccn2)CC1,8.9,18.3,-2.6,7.0,-3.5,-5.5,3.3,-0.1,1.1,-6.8,-1.6
CC1CCCC(C)N1CC(O)COCc1ccccc1F (stereo not given),-2.9,-3.3,8.3,17.0,-7.5,0.1,-15.4,-0.7,1.3,-3.4,3.8
COc1ccc(NC(=O)C2CCCC2)cc1S(=O)(=O)N1CCOCC1,-0.6,1.8,-0.5,3.7,6.2,-0.5,0.9,-0.4,0.9,-6.3,-2.5
Cc1cc(-c2ccccc2)n[nH]1,-0.3,-19.7,-6.8,-19.8,1.7,-8.1,-21.3,-1.4,0.3,-1.4,-1.9

Screening data: PubChem, several laboratories
